HTT ATP protect = qHTS Multiplex Assay to Identify Dual Action Probes in a Cell Model of Huntington: Cytoprotection (ATP); AID 1471, 2008; PC12 HTT-Q103 induced, cytoprotection, ATP luminescence, 40 h; Potency, µM (titrated, usually from 56.4 µM), inactives show cytoprotection (ATP increase), most hits filed as activators; 0.14% of 230,000 active;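 note: potency is the fitted concentration of half-maximal effect; % of control where 0% means no effect; nearly all actives have a fitted effect of over 45% in size; toxic huntingtin expression switched on by the ecdysone agonist tebufenozide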
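Huntington model: PC12 line, ecdysone-inducible HTTQ103 exon1–GFP, tebufenozide 100 nM. Test articles in a dose series. Endpoint luminescence from cellular ATP.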
GAA spleen mod = qHTS Assay for Inhibitors and Activators of Human alpha-Glucosidase From Spleen Homogenate; Lysosomal alpha-glucosidase (Homo sapiens), P10253; human spleen homogenate, 4-MU-alpha-glucoside fluorescence; Potency, µM (top dose mostly 79.9 µM), for the others: at the highest dose activity change, negative = inhibition, usual class: inhibitors; 0.006% of 240,000 active; AID 2112, 2009;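 note: potency is the fitted concentration of half-maximal effect; 0% = enzyme with vehicle and -100% = no enzyme basal signal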
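AC50 values come from Hill-equation fits of concentration-response data, normalized to no-enzyme and full-activity controls. Enzyme source: 1 ug human spleen homogenate; 1 mM fluorogenic 4-MU glucoside, pH 5.0 citrate buffer, 37 C, 40 min.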
LMNA splice mod = qHTS Assay for Modulators of Lamin A Splicing | 0.01% of 200,000 active | Potency, µM (highest dose often 46.1 µM), inactives show at the highest dose ratio change, negative = inhibition, most hits filed as inhibitors | AID 1487, 2009 | HeLa LMNA splicing GFP/RFP minigene ratio, 48 h; active = well fitted inhibition curve with a large enough effect in the signal ratio, with a control signal flat, not every such curve was filed as active; inconclusive = small, poorly fitted or top-dose-only effect, or effect the other way, or a change in a side signal; the % refers to the signal ratio; note: potency is the fitted concentration of half-maximal effect; % is set by controls: 0 for no effect and ±100 for the full control effect
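Read-out is the ratio of GFP to DsRed2 object intensity, acquired by 488 nm laser-scanning cytometry on HeLa lamin A-EGFP minigene reporter cells. Compound incubation 48 hrs at 37 °C in Opti-MEM with 2% FBS; DMSO 0.5% final.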
GAA inhib = qHTS Assay for Inhibitors of Human alpha-Glucosidase as a Potential Chaperone Treatment of Pompe Disease | Lysosomal alpha-glucosidase (Homo sapiens), P10253 | Potency, µM (doses to about 76.9 µM), for the others: at the highest dose activity change, negative = inhibition, actives largely listed as inhibitors | 0.005% of 200,000 active | purified human GAA, 4-MU-alpha-glucoside fluorescence;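 note: potency is the fitted concentration of half-maximal effect; plate controls were uninhibited enzyme wells for no effect and no-enzyme background for full effect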
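AC50 values come from Hill fits of compound titrations (up to 77 uM) against 4 nM human enzyme. Substrate 4-methylumbelliferyl-alpha-D-pyranoside at 400 uM, pH 5.0 citrate buffer, 20 min room temperature; fluorescence Ex 365/Em 440 after alkaline stop.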
HTT aggregate = qHTS Multiplex Assay to Identify Dual Action Probes in a Cell Model of Huntington: Aggregate Formation (GFP) | PC12 HttQ103-GFP aggregates, Acumen cytometry, 40 h | Potency, µM (titrated, usually from 46.1 µM), for inactives: top-dose activity change, negative = inhibition, usual class: inhibitors | 1.1% of 220,000 active; note: potency is the fitted concentration of half-maximal effect; % is set by controls: 0 for no effect and ±100 for the full control effect; nearly all actives have a fitted effect of over 60% in size
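Quantitative HTS on tebufenozide-induced (100 nM) PC12 cells stably expressing polyQ103 Huntingtin exon 1–GFP. Reduction of bright GFP aggregates, detected by laser scanning cytometry after lysis, identified actives across the titration.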
CBFb RUNX1 block = qHTS Assay for Compounds Blocking the Interaction Between CBF-beta and RUNX1 for the Treatment of Acute Myeloid Leukemia; 230,000 tested, under 10 active; AID 1477, 2009; Runt-related transcription factor 1 (Homo sapiens) + Core-binding factor subunit beta …; Potency, µM (doses to about 59.8 µM), for the others: at the highest dose activity, negative = inhibition, most hits filed as inhibitors; AlphaScreen CBFb-His/RUNX1-biotin binding, biochemical; note: % of control where 0% means no effect
Target sequence (Q01196 whole entry, looked up): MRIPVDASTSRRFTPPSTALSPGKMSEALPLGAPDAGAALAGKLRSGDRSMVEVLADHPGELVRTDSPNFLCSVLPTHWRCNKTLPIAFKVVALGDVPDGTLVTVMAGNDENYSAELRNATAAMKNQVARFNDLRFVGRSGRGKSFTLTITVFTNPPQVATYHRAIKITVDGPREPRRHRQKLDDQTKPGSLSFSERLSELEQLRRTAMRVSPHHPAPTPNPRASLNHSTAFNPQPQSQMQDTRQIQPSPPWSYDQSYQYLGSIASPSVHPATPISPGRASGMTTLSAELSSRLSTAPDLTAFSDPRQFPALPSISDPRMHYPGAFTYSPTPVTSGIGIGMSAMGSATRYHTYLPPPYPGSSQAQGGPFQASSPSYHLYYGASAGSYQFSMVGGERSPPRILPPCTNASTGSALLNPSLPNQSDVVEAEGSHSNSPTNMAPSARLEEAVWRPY
Target sequence (Q13951 whole entry, looked up): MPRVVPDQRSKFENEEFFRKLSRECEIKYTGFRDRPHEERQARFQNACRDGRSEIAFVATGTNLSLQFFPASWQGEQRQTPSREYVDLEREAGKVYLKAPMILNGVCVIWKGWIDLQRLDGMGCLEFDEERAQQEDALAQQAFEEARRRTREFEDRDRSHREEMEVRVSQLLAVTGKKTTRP
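Bead-based AlphaScreen assay; binding partners His-tagged CBF-beta and biotinylated RUNX1 at 30 nM each. Compound exposure 15 min after a 20-min protein preincubation; bead step 90 min; all steps at room temperature.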
GAA glycogen = qHTS Assay for Inhibitors and Activators of Human alpha-Glucosidase Cleavage of Glycogen; Potency, µM (doses to about 76.4 µM), without a hit: at the top dose activity change, negative = inhibition, hits mostly inhibitors; recombinant GAA, glycogen substrate, Amplex Red glucose oxidase fluorescence; 0.38% of 300,000 active; Lysosomal alpha-glucosidase (Homo sapiens), P10253;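 note: potency is the fitted concentration of half-maximal effect; 0% = full enzyme reaction and -100% = no-enzyme basal signal; the screen sought inhibitors and activators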
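Recombinant enzyme (4 nM final) with compounds titrated up to 77 uM and bovine liver glycogen (30 ug) in citrate pH 5.0, 0.01% Tween-20, 37 C 40 min. Released glucose detected by Amplex Red/glucose oxidase (Ex 573/Em 610); AC50 from Hill fits.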
* marks the source's active call; other numbers are inactive results; ? = inconclusive; · = no result given; & = joins results of further samples; [ ] = dose if it differs, or a comment. Unless noted, calls come from the whole dose curve; as a rule, active = well fitted curve in the direction sought with a large enough effect; inconclusive = small, poorly fitted or top-dose-only effect, or another doubt; inactive = no such curve, though single readings can be large; an effect the other way counts as inactive or inconclusive.

canonical_smiles,HTT ATP protect,GAA spleen mod,LMNA splice mod,GAA inhib,HTT aggregate,CBFb RUNX1 block,GAA glycogen
O=C(Cc1nc(-c2ccc([N+](=O)[O-])cc2)cs1)Nc1ccccc1,9%,-3%,-4%,0%,0%,-1%,-55%
CCOC(=O)c1sc(N)c(C#N)c1CSc1nnc(C2CC2)n1N,9%,1%,4%,3%,-20%,-2%,-1%
CC(C)N=C(NC#N)SCc1ccccc1F,-4%,-1%,-1%,-10%,-1%,3%,2%
COc1ccc(NC(C)=O)cc1NC(=O)CN1CCN(CC(=O)Nc2ccccc2Cl)CC1,-52%[inhibitor],-5%,-2%,-7%,21%,0%,5%
Cc1ccc(S(=O)(=O)NC(CC(=O)NCC2CCCO2)c2ccccc2)cc1 (centres undefined),-5%,3%,·,?,-6%[9.22 µM],-2%,20%
COc1ccc(NC(=S)N2CCC(C(=O)c3ccc(F)cc3)CC2)c(OC)c1,-37%,-5%,2%[46 µM],4%,-11%,-28%,13%
CCN(CC)CCOC(=O)c1ccc(N/C=C(/C#N)c2nc(-c3ccc4c(c3)OCO4)cs2)cc1,-17%[10 µM],14%,·,·,-19%[9.22 µM],?,5%
COCCCn1c(=S)[nH]c2sc3c(c2c1=O)CCCS3,-4%[10 µM],3%,?,-6%,-20%,2%,-5%
COc1ccc(C(=O)c2c(C)c3cc(C)ccc3n2CC(O)CN2CCOCC2)cc1 (centres undefined),·,-3%,?,7%,5%,0%,5%
Cc1cc(C)c(S(=O)(=O)n2nc(C)c(Br)c2C)c(C)c1,-1%[0.074 µM],0%,-5%,3%,-6%,3%,1%
COc1cc(/C=C/C(=O)OC(C)C(=O)Nc2c(C)n(C)n(-c3ccccc3)c2=O)ccc1OCC#N (centres undefined),-9%,3%,?,-5%,10%,18%,5%
COc1ccc2cc1Oc1ccc(cc1)CC1c3c(cc4c(c3Oc3cc5c(cc3OC)CCN(C)C5C2)OCO4)CCN1C (centres undefined),-96%[inhibitor],12%,·,·,-38%,-2%,·
COc1ccc(N2CCN(CC(O)COCCOc3ccc(Br)cc3)CC2)cc1 (centres undefined),·,0%,?,-6%,3%,-17%,0%
COc1ccccc1C(=O)Nc1ccccc1N1CCOCC1,6%,0%,2%,-5%,-15%,5%,1%
COc1cccc(NC(=O)Nc2cccnc2)c1,-6%[10 µM],3%,·,·,-7%[9.22 µM],4%,-9%
Cc1cc(N/N=C/c2cccc(Cl)c2)nc(-n2nc(C)cc2C)n1,19%[10 µM],-7%,·,·,2%[9.22 µM],-9%,-4%
COC(=O)c1ccc(NC(=O)CSCc2ccccc2C)cc1,3%[10 µM],-3%,16%,-7%,14%,5%,-13%
Cc1ccc(-c2cc(C(=O)NN)n[nH]2)o1,-7%[10 µM],-18%,13%[46 µM],-3%,5%[9.22 µM],7%,-25%
Cc1cc2cc(CNC(=O)c3ccc(S(=O)(=O)N4CCCCC4)cc3)ccc2[nH]1,13%[10 µM],-3%,-3%,-8%,0%,-17%,-13%
COc1ccc(COc2cc(-c3cccc(OC)c3)nc3ccc(NC(=O)c4ccc(OC)cc4)cc23)cc1,-170%[inhibitor][40.3 µM],3%&2%,?,-7%[15.4 µM],?,-14%&-2%,-5%
Nc1nnc(SCc2ccc(F)cc2Cl)s1,-9%,-9%,-3%,-2%,2%,4%,-5%
COc1cccc(NC(=O)COC(=O)CC(NC(N)=O)c2ccc(Cl)cc2)c1 (centres undefined),-6%[10 µM],0%,·,·,4%[9.22 µM],2%,-2%
Cc1cnc(NC(=O)c2ccncc2)s1,·,5%,7%[46 µM],-4%,-1%,-8%,1%
COc1ccc(C)cc1NS(=O)(=O)c1ccc(Br)s1,0%,3%,-8%,-24%,-22%,-1%,-2%
C/C(=C\C(=O)c1ccc(Cl)cc1Cl)N(C)C,13%,·,-2%[46 µM],-3%,-6%,-4%,-1%
O=C(COC(=O)c1cncc(Br)c1)NC1CCCC1,-13%,-8%,?,0%,10%,12%,1%
CCN(CC(=O)NCCc1ccc(S(N)(=O)=O)cc1)Cc1nc2ccccc2c(=O)[nH]1,-3%,-4%,6%,1%,-7%,2%,10%
COc1ccc(NCC(O)Cn2c(C)c(C)c3ccccc32)cc1 (centres undefined),28%[10 µM],-11%,-13%[46 µM],-3%,11%[9.22 µM],?,?
O=C(Nn1c(-c2ccncc2)nc2ccccc2c1=O)c1ccc(Br)cc1,-38%[inhibitor],2%,·,4%,-4%,-3%,3%
Cc1cc(C)c(NC(=O)COC(=O)C2CCC(=O)N2)c(C)c1 (centres undefined),-16%,0%,·,-6%,-4%,10%,4%
COc1cccc(-c2nc(CS(=O)CC(=O)NCc3ccccc3)c(C)o2)c1 (centres undefined),-3%,5%,-3%,-4%,16%,-2%,20%
O=C(NC1(C(F)(F)F)NC(=O)N(Cc2ccco2)C1=O)c1cccs1 (centres undefined),33%,4%,8%,11%,1%,4%,12%
O=C(O)C1CCCCC1C(=O)Nc1ccc2c(c1)CCC2 (centres undefined),-5%[0.074 µM],-6%,-3%,-6%,5%,3%,-5%
CC(C)CCNC(=O)CCn1nc(-c2ccccc2)ccc1=O,0%,0%,1%[0.0737 µM],-15%,-4%,-2%,-2%
N#CCCn1cc(C(=O)O)c(-c2cccs2)n1,-138%[inhibitor],-1%,12%[46 µM],6%,19%,-5%,2%
CC1=C(/C=C/C(C)=C\C=C\C(C)=C\C(=O)O)C(C)(C)CCC1,-40%&-44%&-26%&-38%[inhibitor],0%&9%&3%&5%,·,·,·,8%&17%&-1%&0%,·
Cc1ccc(C(=O)O)cc1-c1ccc(C=C2C(=O)c3ccccc3C2=O)o1,5%[10 µM],-6%,·,1%,6%,10%,-6%
Cc1onc(-c2ccccc2)c1CNC(=O)Nc1ccc(C(F)(F)F)cc1,18%[10 µM],-2%,·,-1%,-1%[9.22 µM],3%,6%
CCOc1ccc(S(=O)(=O)NCC2CCCO2)c2cccnc12 (centres undefined),-22%[1.9 µM],-10%,8%,-7%,21%,-2%,-6%
CCCOc1ccc(-c2cnc(N)s2)cc1,8%[10 µM],-3%,-11%,2%,7%,3%,-4%
COc1ccc(N2CCN(C(=O)CCn3nnc4ccccc43)CC2)cc1,2%[10 µM],-1%,-3%,-4%,11%[9.22 µM],7%,-4%
Cc1sc2ncn(CC(=O)NCc3ccccc3)c(=O)c2c1C,-1%[10 µM],0%,·,·,6%[9.22 µM],14%,-13%
O=c1oc2ccccc2c(N2CCCCC2)c1[N+](=O)[O-],8%[10 µM],2%,8%,?,10%,-2%,4%
Cc1ccccc1Cn1cc(NC(=O)c2nn(C)cc2Cl)cn1,·,5%,12%,3%,-9%,1%,12%
Cc1ccc(CN2CCN(Cc3ccncc3)CC2CCO)o1 (centres undefined),-4%,-7%,·,-3%,-12%,7%,-9%
CCCNS(=O)(=O)c1ccc(CCC(=O)N2CCCC2)cc1,4%[10 µM],-1%,5%[46 µM],?,5%[9.22 µM],6%,-4%
COc1cc(O)ccc1/C=N/NC(=O)c1ccc([N+](=O)[O-])cc1,-14%[10 µM],-9%,?,-3%,17%,-13%,-16%
COc1ccc(CNc2nc3c(c(=O)n(Cc4ccc(Br)cc4)c(=O)n3C)n2C)cc1,-11%,1%,-26%,-4%,-7%,-13%,-7%
Cc1ccc(-c2cc(C(=O)N3CCN(c4ccc(F)cc4)CC3)c3ccccc3n2)o1,-68%[inhibitor],-4%,6%,7%,2%,-20%,7%
Cc1ccc(N2C(=O)CSC2c2ccccn2)cc1Cl (centres undefined),-81%[inhibitor],-10%,8%,0%,-13%,-4%,11%
NC(=O)C1CCCN(C(=O)NC2CCCCC2)C1 (centres undefined),13%[0.074 µM],-3%,-5%,1%,-14%,13%,-3%
Cc1sc2ncn(CC(=O)OCC(=O)NC(C)(C)C)c(=O)c2c1C,7%[10 µM],8%,-2%,-4%,8%,2%,5%
CC(=O)NC(CCS(C)(=O)=O)C(=O)Nc1c(F)cccc1F (centres undefined),13%,10%,-4%,-4%,1%,-1%,11%
COc1ccc(-c2nnc(CSc3nc4ccccc4c(=O)n3CC(C)C)o2)cc1OC,-10%,6%,?,-13%,-23%,-6%,-5%
COc1ccc(OC)c(C(=O)c2nc3c(n2O)CCCCC3)c1,-2%[0.074 µM],-2%,-1%,-1%,-9%,3%,2%
COc1ccc(C/C(C)=N/NS(=O)(=O)c2ccc(Br)cc2)cc1,2%,7%,·,6%,10%,3%,-3%

(more compounds)
canonical_smiles,HTT ATP protect,GAA spleen mod,LMNA splice mod,GAA inhib,HTT aggregate,CBFb RUNX1 block,GAA glycogen
CCOC(=O)c1csc(NC(=O)c2cc(=O)c3ccccc3o2)n1,·,-9%,·,0%,18%,?,1%
COC(=O)c1ccc(NC(=O)c2ccc(OC(C)=O)c(OC)c2)cc1,-40%[inhibitor],-13%,-13%[46 µM],-7%,3%,-1%,-9%
Cn1c(=O)c2c(ncn2Cc2ccc(Cl)cc2)n(C)c1=O,31%[10 µM],1%,?,13%,16%[9.22 µM],0%,-3%
Cc1ccc(-c2nnn(CCOc3cccc(Br)c3)n2)cc1,-1%[10 µM],-7%,2%,0%,-19%,5%,11%

Bioassay records deposited in PubChem by National Center for Advancing Translational Sciences (NCATS).
